High-throughput results from PubChem.
ERG-DNA inh: inhibitors of human ERG Ets domain-DNA interaction | P11308 | Potency, µM (top dose mostly 76.9 µM), for inactives: top-dose FP activity, negative = inhibition, usual class: inhibitors | 370,000 tested, 0.028% active | AID 624246 | fluorescence polarization, His-ERG Ets domain / labelled DNA; active = well fitted inhibition curve with a large enough effect in the polarisation, with a control signal flat; inconclusive = small, poorly fitted or top-dose-only effect, or effect the other way, or a change in a side signal; inactive = no such curve, though single readings can be large or run the other way; the % refers to the polarisation;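 also: polarization taken with two DNA probes labelled with fluorescein and Texas red; potency is read from the fitted curve at half-maximal effect; % of control where 0% means no effect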
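His-tagged ERG Ets domain (1 uM in the protein solution; 300mM KCl, 50mM Tris-HCl, 1mM EDTA, 1mM DTT, pH 7.5) received compound, then a probe mix of 5 nM fluorescein-DNA and 100nM Texas-615-DNA. Fluorescence polarization was read for both dyes.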
RGS4 inh: inhibitors of human regulator of G protein signaling 4 | P49798 | Transcreener GDP fluorescence polarization, RGS4-accelerated GTP hydrolysis | Potency, µM (top dose mostly 114 µM), inactives show at the highest dose activity change, negative = inhibition, most hits filed as inhibitors | 390,000 tested, 0.039% active; also: potency is read from the fitted curve at half-maximal effect; % is scaled to controls: 0 for no effect and ±100 for the full control effect; nearly all actives have a fitted effect of over 75% in size; some results filed as inactive show a strong effect at the top dose
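MLSMR compounds (23 nl, pin-transferred) preincubated 10 min at room temperature with a 500nM (2x) first reagent, then RGS4 at 900nM (2x) plus Transcreener GDP mix added; fluorescence polarization (620/688 nm) read before and after 90 min at 30 °C.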
Glioma ERSR ind: induces the endoplasmic reticulum stress response in human glioma cells; Potency, µM, for inactives: at the highest dose activation, hits mostly activators; 420,000 tested, 0.02% active; AID 602332; U87-MG GRP78 promoter luciferase reporter, 16 h; also: potency is read from the fitted curve at half-maximal effect; series mostly up to about 76 µM; % of control where 0% means no effect; nearly all actives have a fitted effect of over 35% in size
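ERSR induction read as luciferase luminescence (Bright-Glo, 10 min at room temperature) in stably transfected human U87-MG glioma cells exposed to compounds for 16 h, using GRP78 as sensor.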
12-LOX inh: ALOX12 (human) lipoxygenase inhibition; P18054; Potency, µM (titrated, usually from 108 µM), inactives show top-dose activity change, negative = inhibition, usual class: inhibitors; 580,000 tested, 1.1% active; purified 12hLO, xylenol orange hydroperoxide absorbance; also: potency is read from the fitted curve at half-maximal effect; % is scaled to controls: 0 for no effect and ±100 for the full control effect
Target sequence (P18054 whole entry, looked up): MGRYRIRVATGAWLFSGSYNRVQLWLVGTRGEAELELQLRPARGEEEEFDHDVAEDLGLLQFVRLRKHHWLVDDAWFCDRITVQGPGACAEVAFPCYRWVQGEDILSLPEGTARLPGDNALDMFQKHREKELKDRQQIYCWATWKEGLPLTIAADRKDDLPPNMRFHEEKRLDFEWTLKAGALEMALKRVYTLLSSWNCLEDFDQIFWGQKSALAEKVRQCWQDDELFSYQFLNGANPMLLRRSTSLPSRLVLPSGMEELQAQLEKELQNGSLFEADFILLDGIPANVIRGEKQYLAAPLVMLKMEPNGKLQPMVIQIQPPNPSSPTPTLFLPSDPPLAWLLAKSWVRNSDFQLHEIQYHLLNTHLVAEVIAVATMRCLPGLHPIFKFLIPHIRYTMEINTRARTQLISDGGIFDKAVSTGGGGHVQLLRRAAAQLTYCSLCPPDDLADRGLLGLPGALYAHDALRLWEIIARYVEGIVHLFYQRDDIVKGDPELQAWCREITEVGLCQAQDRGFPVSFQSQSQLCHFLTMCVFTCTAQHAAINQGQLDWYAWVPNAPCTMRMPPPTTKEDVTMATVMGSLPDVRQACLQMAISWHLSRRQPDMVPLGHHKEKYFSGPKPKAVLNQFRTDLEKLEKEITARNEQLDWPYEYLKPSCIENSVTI
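Purified human 12hLO at 150 nM in 25 mM Hepes, 0.01% Triton X-100, pH 7.0, preincubated 15 min at room temperature with compound. Reaction started with 40 uM arachidonic acid, 30 min at room temperature. Hydroperoxide measured by Fe-xylenol orange, 573/405 nm absorbance ratio.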
D2 antag: D2 dopamine receptor (human) antagonism. HEK293 TREx D2 cells, calcium flux, dopamine EC80. inhibition, % at 10 µM. 340,000 tested, 2% active. AID 485344; in the data active = inhibition above about 30%; also: 0% is about no effect
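Cells plated overnight at 30 C with tetracycline; no-wash calcium dye, 30–90 min RT; 10 s baseline; compound pinned; 180 s read; EC80 dopamine added; another 180 s read.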
LDHA block: LDHA (human) enzyme inhibition; P00338; purified LDHA, NADH/diaphorase-resazurin fluorescence; stronger effect = lower value; activity change, % (values are at about 110 or 230 µM); 480,000 tested, 0.15% active; in the data active = activity change below about -30%; inconclusive = mostly about -25% to -30%;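 also: plate controls were DMSO wells for no effect and wells without enzyme for full effect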
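Enzyme activity of human lactate dehydrogenase 5 (2 nM; 0.06 mM NADH, 0.2 mM pyruvate, 5 min, RT) is measured via a resazurin/diaphorase fluorescence readout of residual NADH.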
Vif-APOBEC3G blk: Vif-A3G binding inhibition. HeLa A3G-eYFP + Vif (tagged APOBEC3G with the HIV-1 protein that degrades it), YFP fluorescence, overnight. Potency, µM (titrated, usually from 46.1 µM), inactives show at the highest dose activity, negative = active, actives largely listed as inhibitors. 410,000 tested, 0.076% active;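 also: potency is read from the fitted curve at half-maximal effect; % is scaled to controls: 0 for no effect and ±100 for the full control effect; nearly all actives have a fitted effect of over 60% in size; hits raise eYFP signal because A3G escapes Vif-driven loss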
Target sequence (Q9HC16 whole entry, looked up): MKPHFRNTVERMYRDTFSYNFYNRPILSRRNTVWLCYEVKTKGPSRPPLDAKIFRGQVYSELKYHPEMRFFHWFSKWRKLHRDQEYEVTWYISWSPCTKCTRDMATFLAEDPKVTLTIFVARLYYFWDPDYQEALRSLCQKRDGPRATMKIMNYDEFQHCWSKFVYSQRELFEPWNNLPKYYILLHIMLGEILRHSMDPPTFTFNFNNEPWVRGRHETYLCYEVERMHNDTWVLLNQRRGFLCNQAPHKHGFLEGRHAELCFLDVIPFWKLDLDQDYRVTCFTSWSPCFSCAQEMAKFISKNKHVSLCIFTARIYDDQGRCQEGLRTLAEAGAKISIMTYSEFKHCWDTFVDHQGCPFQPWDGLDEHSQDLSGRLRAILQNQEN
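HeLa cells stably expressing Vif and C-terminally eYFP-tagged A3G, seeded overnight at 37 deg C, then exposed to compound by pintool overnight at 37 deg C. Rise in yellow fluorescence (Ex 488/Em 500-530, Acumen) marks blocked Vif-driven A3G degradation.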
Vif-APOBEC3F blk: Vif-A3F binding inhibition | Potency, µM (titrated, usually from 46.1 µM), without a hit: top-dose activity, negative = active | HeLa A3F-eYFP + Vif (tagged APOBEC3F with the HIV-1 protein that degrades it), YFP fluorescence increase | 390,000 tested, 0.2% active; also: potency is read from the fitted curve at half-maximal effect; % of control where 0% means no effect; nearly all actives have a fitted effect of over 65% in size
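Fluorescence increase (Ex 488/Em 500-530) after overnight compound treatment at 37 deg C flags inhibition of Vif-driven A3F-eYFP loss in stable HeLa A3F-eYFP/Vif cells seeded overnight beforehand.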
D2 agonist: D2 dopamine receptor (human) agonism | HEK293 T-REx D2 cells, calcium flux agonist mode | activation, % at 2 µM | 340,000 tested, 0.53% active | AID 485358;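 active = activation over 3 SD above normal in the single-dose calcium agonist read, cut at about 30% in these data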; also: 0% is about no effect
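Calcium-flux readout, 1 cycle/sec over 180 s following compound pin transfer, in inducible HEK293 Trex D2 cells (force-coupled); dopamine controls included. Positive calcium responses during this window marked compounds as potential agonists.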
An asterisk follows results filed as active; u = inconclusive; x = not tested or not shown; & = joins results of further samples; [ ] = another dose, or the depositor's remark. Unless noted, calls follow the shape of the dose curve; as a rule, active = well fitted curve in the direction sought with a large enough effect; inconclusive = small, poorly fitted or top-dose-only effect, or another doubt; inactive = no such curve, though single readings can be large; an effect the other way counts as inactive or inconclusive.

SMILES	ERG-DNA inh	RGS4 inh	Glioma ERSR ind	12-LOX inh	D2 antag	LDHA block	Vif-APOBEC3G blk	Vif-APOBEC3F blk	D2 agonist
Cc1cccc(N2CCN(C(=O)NCc3ccc(Cl)cc3)CC2)c1	4%	-12%	-2%	-10%	5	-8	u	1%	1.5
Cc1ccc(CCNC(=O)CCn2nc(-c3ccccc3)ccc2=O)cc1	3%	17%	-3%	-5%	x	-5	3%	-2%	x
O=C(Nc1cccn(Cc2ccc(F)cc2)c1=O)NC1CCCCC1	-1%	4%	-1%	-8%	0	11	0%	-2%	1.0
C=CCN(CC=C)C(=O)COC(=O)c1n[nH]c2ccccc12	1%	-12%	-10%	1%	-6	-8	0%	0%	2.3
CSc1ccccc1OCc1cc(C(=O)N(C)CC2COCCO2)no1 (stereo not drawn)	-17%	2%	-2%	-13%	-21	-4	2%	5%	-0.7
CC1CCN(S(=O)(=O)c2ccc3c(c2)N(CC(=O)NC(C)c2ccccc2)C(=O)CO3)CC1 (stereo not drawn)	3%	0%	-1%	0%	x	2	-1%	7%	-1.1
CC(=O)N(C)c1cc([N+](=O)[O-])ccc1OCc1ccccc1	11%	2%	-2%	-5%	x	-2	2%	3%	x
COc1ccc(NC(=O)C2Cc3c(-c4cccc(F)c4)ccnc3O2)cn1 (stereo not drawn)	x	x	-2%	u	x	-9	-26%	x	x
CCc1nnc(NC(=O)c2ccc(COc3ccccc3)o2)s1	3%	7%	1%	-23%	-12	-9	1%	-13%	-1.0
COc1ccc(Cc2nc(C(=O)Nc3ccc(Cl)cc3)cs2)cc1	-1%	-7%	6%	x	-3	-7	2%	-4%	1.2
CC(C)c1ccc(NC(=O)COC(=O)c2nn(C)c(=O)c3ccccc23)cc1	x	-50%	-1%	25%&-9%	x	-4&-3	3%	-1%	x
CC(C)N1CCCC(CNC(=O)CCc2nnc(CCCCc3ccccc3)o2)C1 (stereo not drawn)	8%	-5%	-4%	u	18	-4	-1%	-4%	-0.1
O=C(C1CCCO1)N1CCN(S(=O)(=O)c2ccccc2)CC1 (stereo not drawn)	4%	-19%	-6%	8%	23	0	-8%	-10%	1.2
O=C(NC1CCCCCC1)c1ccc(-n2cnnc2)cc1	u	-3%	0%	11%	-12	-13	-11%	-8%	0.6
Cn1c(=O)c(-c2cc(=O)[nH][nH]2)c(O)c2ccccc21	-9%	u	-3%	-2%	-1	4	-2%	7%	0.4
Cc1ccccc1NC(=S)N1CCN(Cc2ccc3c(c2)OCO3)CC1	1%	-20%	-3%	5%	-12	-2	-1%	-22%	-0.6
COc1cccc(-c2noc(-c3cc4ccccc4oc3=O)n2)c1OC	5%	4%	4%	13%&-12%	x	6&5	-5%	-8%	-0.3
CCOC(=O)c1c(C)c[nH]c1C	8%	-15%	1%	-6%	-11	-11	-1%	u	0.5
Cc1ccc2c(c1)nnn2C1CCN(S(=O)(=O)c2ccc(C(=O)N(C)C3CCCCC3)cc2)CC1	11%	47%	-1%	10%	-18	1	2%	-10%	-0.6
CCN(CC)S(=O)(=O)c1ccc(/C=C/C(=O)N(c2ccccn2)C2CCCCC2)cc1	-13%	13%	3%	-1%	-2	-4	1%	-19%	2.5
COC(=O)c1cccc(-n2c(C)cc(/C=C3\SC(=O)NC3=O)c2C)c1	x	x	-1%	u	x	-13	2%	0%	x
Nc1ncc([N+](=O)[O-])cc1S(=O)(=O)c1ccccc1	-9%	-3%	-6%	7%	x	-2	1%	4%	x
COC(=O)Cn1cc(/C=C/c2cc[n+](C)cc2)c2ccccc21	9%	u	1%	u	15	-1	-25%	u	1.2
COc1ccc(CN(C)C(C)C(=O)Nc2ccc(S(=O)(=O)N3CCCCC3)cc2)c(OC)c1 (stereo not drawn)	-1%	-7%	-4%	-18%	x	-4	1%	1%	x
COCc1c(C#N)c(NCCc2ccc(F)cc2)nc(C)c1[N+](=O)[O-]	1%	19%	-6%	10%	3	1	-6%	0%	-0.8
CCOC(=O)c1ccc(NS(=O)(=O)c2c(C)n(C)c(=O)n(C)c2=O)cc1	0%	28%	-3%	10%	-9	-6	7%	9%	0.3
O=C(CNC1CCCC1)Nc1ccc(S(=O)(=O)N2CCCCC2)cc1	2%	5%	5%	17%	-21	-7	-2%	-2%	-3.1
C/C=C/c1ccc(OCCOc2ccc(C=O)cc2)c(OC)c1	0%	17%	3%	-17%	2	-5	0%	-3%	-0.6
COc1ccc(C(=O)NC(C)c2ccc(-n3ccnc3)cc2)c(OC)c1 (stereo not drawn)	5%	-13%	4%	12%	x	0	0%	1%	x
COCCCNc1nc2c(c(=O)[nH]c(=O)n2C)n1CC(O)COc1cccc(C)c1 (stereo not drawn)	3%	23%	-1%	0%	0	-3	0%	0%	1.2
CN(C)c1ccc(/C=N/NC(=O)c2ccc(Cl)cc2)cc1	x	-3%	-2%	-20%	28	-21	2%	1%	-0.4
C=CCN1CC(c2nc3ccccc3n2Cc2ccccc2)CC1=O (stereo not drawn)	11%	20%	-4%	-3%	-1	-2	-3%	2%	0.4
COc1cc2c(=O)n(Cc3ccccc3)c(=O)n(CC(=O)NCCc3ccccc3)c2cc1OC	-5%	25%[11.4 µM]	-5%	28%	20	-10	-2%	4%	0.5
Cc1nn(-c2ccc(N3CCOCC3)nn2)c(C)c1CCC(=O)NCc1ccc(Cl)cc1	-8%	20%	0%	-14%	x	0	1%	3%	-0.7
O=C(NCc1ccc(N2CCCC2=O)cc1)Nc1cccc(Cl)c1	x	3%	0%	18%	-35	-11	0%	-12%	-0.5
CC(Sc1nnc(Cc2ccccc2)o1)C(=O)NC1(C#N)CCCCC1 (stereo not drawn)	-23%	18%	-3%	33%[activator]	x	-11	2%	12%	x
CC(C)S(=O)(=O)c1csc(NC(=O)Nc2ccc(Cl)cc2)c1Cl	19%	-8%	-4%	0%	-45	-3	-6%	-14%	2.4
CC(C)OC(=O)CSc1nnc(-c2cnccn2)n1C	3%	14%	0%	131%[activator]	-7	-5	-1%	2%	-0.2
COc1ccc(NC(=O)Nc2nnc(-c3ccccc3F)s2)cc1	7%	0%	0%	-5%	41*	-3	2%	1%	1.9
O=C(N/N=C/c1ccncc1)c1cccc(N/N=C/c2ccncc2)c1	-1%	-32%	2%	-15%	-10	-10	6%	-1%	-0.2
OCC[C@@H]1C[C@H](O)[C@@H](O)[C@@]2(OCCCc3cc(C(F)(F)F)ccc32)O1	x	x	-4%	-7%	x	-1	0%	x	x
Cc1ccc(S(=O)(=O)NCC(=O)OCCOc2cccc(Cl)c2)cc1	20%	9%	-2%	u	1	3	-5%	-8%	0.5
O=C(NNC(=O)c1ccc(Cl)cc1Cl)c1csc(-c2cccnc2)n1	1%	22%	1%	21%	-1	-4	-8%	6%	-0.4
COCCCn1c(-c2cccs2)nc2nc3ccccc3nc21	-3%	20%	2%	150%[activator]	12	0	0%	6%	0.0
O=C(O)CSC1=NC(=Nc2ccc(Cl)cc2)C2(CCCCC2)N1c1cccc(C(=O)O)c1	-6%	-7%	-3%	u	9	-1	1%	3%	0.1
CC(Oc1cccnc1[N+](=O)[O-])C(=O)Nc1ccc(Cl)cn1 (stereo not drawn)	8%	-16%	-1%	3%	6	1	-2%	-13%	0.3
Cc1ccc(C(O)c2ncc(-c3ccc(Cl)cc3)[nH]2)cc1F (stereo not drawn)	x	x	-1%	u	x	-19	0%	x	x
OCCOCCn1c(C(CO)Nc2nc(-c3ccc(F)cc3)cs2)nc2ccccc21 (stereo not drawn)	-12%	0%	8%	0%	x	-2	1%	10%	x
Cc1ccc2oc(=O)c3cnn(CC(=O)N(C)c4ccc(F)cc4)c3c2c1	0%	12%	-4%	2%	x	-14	2%	1%	-1.3
CCCC(O)(CCC)C(=O)NN1CCCCC1	-4%	u	-1%	-9%	-5	-10	-1%	-1%	-0.2
Cc1ccc(-n2cc(CNCCN3CCOC3=O)c(-c3cccc(C)c3)n2)cc1	1%	-46%	0%	-8%	5	-3	-6%	-1%	1.9
CCCCCn1c(=NC(=O)c2ccco2)c(C(=O)OCC)cc2c(=O)n3ccccc3nc21	-12%&8%	4%&-25%	-6%&-2%	-22%&-24%	-7	-6&-5	0%&-9%	8%&3%	1.8
CCc1c(C)nc2ncnn2c1N1CCC(C(=O)NCc2ccc3c(c2)OCO3)CC1	1%	-6%	-4%	24%	5	-6	-3%	0%	0.1
COc1ccccc1-c1noc(-c2ccccc2C(=O)NCc2ccco2)n1	1%	-13%	2%	4%	-1	-1	7%	-3%	-0.7
c1cc2c(cc1C1=NNC(=NC3CC3)SC1)OCCO2	-5%	1%[56.9 µM]	-13%	-13%	-3	-6	-3%	u	1.8
COc1ccccc1C(=O)NC(=O)COC(=O)CCNS(=O)(=O)c1ccccc1	13%	-21%	-7%	-18%	18	1	-1%	2%	-0.1

The list is partial; the hit share may differ from the screen's.
